High-throughput results deposited in PubChem by NCI.
NCI-60 one-dose screen, 48 h, at 10 µM unless noted. Numbers give growth in % (100 = growth as untreated, 0 = no growth, -100 = all killed).
COLO 205 = COLO 205 colon cancer | hit rate 7.3% among 79,000 | AID 1794742
NCI/ADR-RES = NCI/ADR-RES ovarian cells; AID 1794790; hit rate 4.4% among 81,000
NCI-H322M = NCI-H322M lung cancer. hit rate 2.7% among 80,000
NCI-H226 = NCI-H226 lung cancer; hit rate 3.5% among 79,000
HCT-116 = HCT-116 colon cancer; hit rate 7.3% among 82,000
HCT-15 = HCT-15 colon cancer; hit rate 5.2% among 82,000; AID 1794746
HT29 = HT29 colon cancer | hit rate 7.4% among 81,000 | AID 1794748
NCI-H522 = NCI-H522 lung cancer; hit rate 8% among 78,000; AID 1794739
NCI-H460 = NCI-H460 lung cancer; hit rate 6.8% among 82,000; AID 1794736
Starred values were filed as active, the others as inactive; . = no result given; & = joins results of further samples. How the source made its calls: active means growth percent below 10; inactive means the rest.

Start of the data: the first 14 compounds, ahead of the listing:
SMILES	COLO 205	NCI/ADR-RES	NCI-H322M	NCI-H226	HCT-116	HCT-15	HT29	NCI-H522	NCI-H460
Cc1ccc(C2=NN3C(C2)c2ccccc2OC3c2ccc(/C=C3\SC(=O)NC3=O)cc2)cc1 (stereo not drawn)	105	102	102	102	99	101	111	89	104
CC1=NCCN1CCN	111	115	112	106	109	101	99	99	123
Cc1c(C(=O)OCCO)cc(-c2ccc(Cl)cc2)n1-c1cccc(CO)c1	113	95	101	98	99	97	98	92	105
COc1ccccc1NC(=O)/C(=C/n1c(=S)[nH]c2ccccc21)C(C)=O	97	102	97	97	113	106	89	76	106
CCOC(=O)c1c(C)nc2[nH]n(-c3ccccc3)c(=O)c2c1-c1ccc(OC)cc1	122	104	105	102	96	107	112	94	104
CC(C)(O)CCCCOc1ccccc1	108	104	95	97	96	101	118	121	117
CSc1nc(C)c(C(=O)CCN2CCOCC2)s1	116	101	105	103	105	92	96	19	104
COc1ccc(C(O)c2cc3c(N)c(C(=O)Nc4cccc(Br)c4)sc3nc2C)cc1 (stereo not drawn)	-25*	13	46	3.8*	6.4*	7.7*	8.3*	9.5*	0.8*
O=c1[nH]n(C(=S)N/N=C/c2ccc([N+](=O)[O-])cc2)c(=O)c2ccccc12	118	107	101	100	101	100	111	93	105
C=C1C(=O)O[C@H]2[C@H]1CC/C(COC(=O)NCc1ccc(Cn3c(=O)sn(CCCI)c3=O)cc1)=C\CC[C@@]1(C)O[C@@H]21	-46*	102	97	78	-52*	27	-46*	-68*	102
CCCSc1ncnc2[nH]ncc12	105	105	103	99	100	110	110	.	109
O=C(O)C1OCC2(CO1)COC(C(=O)O)OC2 (stereo not drawn)	108	103	108	96	106	104	108	104	111
CC(=O)Oc1cccc(S(=O)(=O)n2cc(C(=O)C(=O)Nc3ccncc3)c3ccccc32)c1	100	80	92	74	77	80	86	64	82
O=C(Nc1ccc(CN2CCOCC2)cc1)c1ccc(-c2ccc(Br)cc2)o1	123	104	121	.	100	99	110	97	96

The whole of this part, from the start:
SMILES	COLO 205	NCI/ADR-RES	NCI-H322M	NCI-H226	HCT-116	HCT-15	HT29	NCI-H522	NCI-H460
Cc1ccc(C2=NN3C(C2)c2ccccc2OC3c2ccc(/C=C3\SC(=O)NC3=O)cc2)cc1 (stereo not drawn)	105	102	102	102	99	101	111	89	104
CC1=NCCN1CCN	111	115	112	106	109	101	99	99	123
Cc1c(C(=O)OCCO)cc(-c2ccc(Cl)cc2)n1-c1cccc(CO)c1	113	95	101	98	99	97	98	92	105
COc1ccccc1NC(=O)/C(=C/n1c(=S)[nH]c2ccccc21)C(C)=O	97	102	97	97	113	106	89	76	106
CCOC(=O)c1c(C)nc2[nH]n(-c3ccccc3)c(=O)c2c1-c1ccc(OC)cc1	122	104	105	102	96	107	112	94	104
CC(C)(O)CCCCOc1ccccc1	108	104	95	97	96	101	118	121	117
CSc1nc(C)c(C(=O)CCN2CCOCC2)s1	116	101	105	103	105	92	96	19	104
COc1ccc(C(O)c2cc3c(N)c(C(=O)Nc4cccc(Br)c4)sc3nc2C)cc1 (stereo not drawn)	-25*	13	46	3.8*	6.4*	7.7*	8.3*	9.5*	0.8*
O=c1[nH]n(C(=S)N/N=C/c2ccc([N+](=O)[O-])cc2)c(=O)c2ccccc12	118	107	101	100	101	100	111	93	105
C=C1C(=O)O[C@H]2[C@H]1CC/C(COC(=O)NCc1ccc(Cn3c(=O)sn(CCCI)c3=O)cc1)=C\CC[C@@]1(C)O[C@@H]21	-46*	102	97	78	-52*	27	-46*	-68*	102
CCCSc1ncnc2[nH]ncc12	105	105	103	99	100	110	110	.	109
O=C(O)C1OCC2(CO1)COC(C(=O)O)OC2 (stereo not drawn)	108	103	108	96	106	104	108	104	111
CC(=O)Oc1cccc(S(=O)(=O)n2cc(C(=O)C(=O)Nc3ccncc3)c3ccccc32)c1	100	80	92	74	77	80	86	64	82
O=C(Nc1ccc(CN2CCOCC2)cc1)c1ccc(-c2ccc(Br)cc2)o1	123	104	121	.	100	99	110	97	96
O=C(CN1CCCCC1)Nc1ccc(-c2nc3ccccc3s2)cc1	105	94	112	89	94	72	58	104	101
CCOc1ccc(-c2nc(NC(=O)c3cccc(S(C)(=O)=O)c3)sc2C)cc1	119	93	108	.	96	98	116	92	100
CCn1cc(C(=O)O)c(=O)c2cc(F)c(N3CCN(CC(=O)Nc4ccc(S(N)(=O)=O)cc4)C(C)C3)c(F)c21 (stereo not drawn)	105	100	104	103	102	104	104	94	101
CCCCCNCC(=O)Nc1ccc(C(=O)OCCCCC)cc1	.	104	98	88	69	95	81	67	99
CCN(CC)c1cc(Cl)ccc1C	103	101	96	112	107	110	.	102	110
CCCCCCCCNc1ccc(C(=O)OCC)cc1	122	105	107	92	101	93	108	90	103
COC(=O)c1sc2nc(N)c(C#N)c(C(=O)c3ccccc3)c2c1N	108	102	96	91	98	105	103	84	106
NC(=O)c1c(Cl)cccc1Cl	106	113	97	112	98	105	93	85	118
O=C(/C=C/c1ccco1)c1ccc(Cl)cc1	121	108	104	106	83	85	100	83	114
COc1ccc(/C=N\NC(=O)CCCC(=O)N/N=C/c2ccc(OC)c(O)c2)cc1O	108	109	109	105	109	101	.	109	115
CC1(C)CC[C@]2(CO)CC[C@]3(C)C(=CC[C@@H]4[C@@]5(C)C[C@H](O)CC(C)(C)[C@@H]5CC[C@]43C)[C@@H]2C1	112	100	113	100	92	98	97	95	105
CCN(CC)CCCNc1nc(SC)nc(-c2cccc(N)c2)c1C#N	112	99	101	99	92	99	106	96	101
COc1ccc(-c2oc(=O)n(C)c2-c2ccc(OC)cc2)cc1	116	95	.	.	99	98	110	90	103
CN(C)S(=O)(=O)c1ccccc1N=C=S	110	104	106	94	97	100	101	91	104
CCNS(=O)(=O)NCC	115	111	108	100	109	.	110	112	103
O=[N+]([O-])c1cnc(Sc2ccncn2)c([N+](=O)[O-])c1	-12*	107	108	100	-59*	0.1*	76	-83*	100
NC(=O)[C@@H]1Cc2ccccc2CN1C(=O)c1ccc2c(c1)Cc1ccccc1-2	105	63	103	83	81	75	89	67	91
N=c1c2c(-c3ccccc3)c(-c3ccccc3)oc2ncn1NC(=O)c1cccnc1	115	107	99	108	96	96	104	95	105
Cc1ccc2nc(-c3ccc(N4C(=O)/C(=C/c5ccc(Cl)cc5)N=C4c4ccccc4)cc3)sc2c1	110	89	74	.	89	84	87	68	88
NS(=O)(=O)c1ccc(C(=O)NN2C(=O)C3CC=CCC3C2=O)cc1 (stereo not drawn)	114	115	110	106	110	106	110	97	108
CCCCC(CCCCCC(CCCC)NCc1ccc2c(c1)OCO2)NCc1ccc2c(c1)OCO2 (stereo not drawn)	-97*	-99*	-92*	-78*	-100*	-88*	-100*	-91*	-98*
O=S(=O)(NCCCNc1cc(-c2cn(-c3ccccc3)nc2-c2cccc(O)c2)ccn1)c1cccc2ccccc12	-66*	40	44	39	28	1.4*	-9.3*	44	18
CC(C)CC(=O)CC(=O)c1ccco1	110	114	97	101	105	107	100	97	108
CCN(CC)CCCCNc1c2ccc(Cl)cc2nc2ccc(OC)cc12	-52*	4.7*	-30*	-54*	-40*	-21*	3.9*	-37*	-24*
COc1ccccc1NCc1nnc(-c2ccc(Cl)cc2)o1	99	98	96	91	102	102	97	89	100
O=C1C(=O)N2C(c3ccccc3)[C@@]3(O)C=C[C@]24[C@@H](C3)[C@H](O)c2ccccc2N14 (stereo partly drawn)	110	107	109	101	103	103	108	101	109
COc1ccc(/C=C2/C(=O)N(c3ccccc3)N=C2N)cc1	87	106	93	94	100	96	94	92	84
O=C(CSc1nc2sc3c(c2c(=O)n1Cc1ccccc1)CCCC3)Nc1ccc(Cl)cc1	103	100	98	97	75	95	91	62	100
O=C(O)c1cccc(=O)[nH]1	111	100	98	96	107	107	104	100	108
S=C(Nc1ccccc1)N1CCCCC1	.	107	99	90	92	105	102	95	110
CC(=O)c1nnn(-c2ccc(S(N)(=O)=O)cc2)c1C	104	101	94	100	100	97	102	91	100
CNC(=O)c1cc(-n2ccc3cc(NC(=O)c4ccc(N5CCOCC5)c(C(F)(F)F)c4)ccc32)ccn1	43	46	92	52	39	43	25	52	68
C=CC(=O)Nc1cccc(Nc2nc(Nc3ccc(OCCOC(F)F)cc3)ncc2F)c1	64	45	10	22	36	22	34	-7.8*	37
CN=S(=O)(NC(=O)c1ccc(Cl)cc1Cl)c1ccc(Br)s1 (stereo not drawn)	121	99	113	94	102	100	112	102	99
Nc1nc(=S)[nH]c(=S)[nH]1	.	96	96	90	93	105	102	80	112
c1ccc(COc2ccc(-c3nc4cc5nc6ccccc6[nH]c5cc4n3)cc2)cc1	107	91	101	94	89	89	95	96	102
CC1=C2C3OC(=O)C(C)C3CCC2(C)C=C(Br)C1=O (stereo not drawn)	105	98	.	86	111	97	99	87	99
O=C1CCCCC1C1(O)C(=O)Nc2ccccc21 (stereo not drawn)	107	107	112	.	99	101	109	92	99
CC(=O)Oc1ccc2c(c1)Oc1cc(OC(C)=O)ccc1C21OC(=O)c2ccccc21	141	110	101	104	94	101	112	.	107
CCOC(=O)c1cc(C(=O)c2cc(OC)c(OC)c(OC)c2)n2ncc3ccccc3c12	60	64	.	95	51	59	30	40	51
CN(C)CCCN1c2ccccc2Sc2ccc(F)cc21	85	80	83	100	102	90	72	95	92
C=C(C)[C@@H]1CC=C2c3sc(C4CCOCC4)nc3C[C@@H](C)[C@]2(C)C1	93	98	110	91	86	85	85	78	98
C(=C\c1c[nH]c2ccccc12)/c1ccc2ccccc2n1	84	72	78	76	66	54	33	54	80
CCCCNC(=O)NS(=O)(=O)c1ccc(C)cc1	108&115&102	106&105&113	98&98&107	95&98&99	109&103&103	99&106&111	110&113&113	107&95&104	101&111&117
CC1CC(c2ccc(N(C)C)cc2)=NN1c1nc(O)c(C2=c3cc(Br)ccc3=NC2=O)s1 (stereo not drawn)	100	8.0*	112	78	67	51	84	70	64
Cc1ccc(/C=C/C(=O)c2ccc(NC(=O)CSc3nnc(-c4c[nH]c5ccccc45)n3-c3ccccc3)cc2)c(C)c1	70	64	76	33	-4.3*	51	66	25	-36*

Next section.
SMILES	COLO 205	NCI/ADR-RES	NCI-H322M	NCI-H226	HCT-116	HCT-15	HT29	NCI-H522	NCI-H460
CNC(=O)c1cc(Oc2ccc3nc(NC(=O)Nc4cccc(OC(F)(F)F)c4)sc3c2)ccn1	68	-2.6*	48	-24*	17	51	25	27	30
CC(=O)CSc1nc2ccccc2s1	109	108	98	99	100	108	96	94	113
CCOC(=O)C1=C(C)N(c2ccc(C#N)cc2)C2(O)C=CC(O)=C(C#N)C12C#N (stereo not drawn)	114	104	104	105	89	105	103	96	110
CC(=O)NCCO[C@H]1Cc2cc3ccc(=O)oc3cc2OC1(C)C	111	105	98	100	101	102	.	.	105
O=C1C(=C(O)c2ccccc2)C(=O)c2ccccc21	121	108	109	104	102	102	109	101	116
COc1cc(-c2c(C#N)c(-c3cccs3)nc3c2c(-c2ccccc2)nn3-c2ccccc2)ccc1O	90	89	97	91	57	74	75	70	77
N/N=C(/Cc1ccccc1)NNC(N)=S	.	107	83	108	86	97	96	72	103
CCC1(c2ccc(O)cc2)NC(=O)NC1=O (stereo not drawn)	105	110	93	113	105	103	97	86	116
Clc1cccnc1Cl	100	105	99	99	103	103	103	96	108
O=C1CCN2NC(=O)c3ccccc3N=C2N1	116	112	110	99	99	98	105	96	106
FCCOc1ccc(CCC2CCCC(CCc3ccc(OCCF)cc3)N2)cc1 (stereo not drawn)	85	107	103	97	98	107	95	99	104
CCN(CC)CCCOC(=O)Nc1ccccc1Cl	118	107	129	108	113	111	103	102	115
CC1=C(C(=O)/C=C/c2ccccc2)C(c2ccccc2)NC(=S)N1 (stereo not drawn)	120	100	92	86	93	91	105	87	99
Nc1ncnc2c1ncn2[C@]1(CF)O[C@H](CO)C1CO (stereo partly drawn)	103	102	69	116	104	119	108	80	109
Fc1ccc(C2Oc3ccccc3C3CC(c4ccco4)=NN32)cc1 (stereo not drawn)	113	97	97	89	100	95	108	87	99
NS(=O)(=O)c1ccc(-n2nc(C(=O)N/N=C\c3ccc(F)cc3)cc2-c2ccc(Cl)cc2)cc1	116	106	90	83	98	98	118	78	99
Cc1ncc(C(O)c2ccc(N(C)C)cc2)n1Cc1ccccc1 (stereo not drawn)	109	98	112	100	101	104	96	97	103
OC(c1ccccc1)c1ccc(Br)cc1 (stereo not drawn)	112	109	92	104	91	103	109	90	108
O=C1c2cc(Br)ccc2-c2ccc(N3C(=O)c4ccccc4C3=O)cc21	111	101	104	92	113	103	121	97	107
CCC(CC)OC(=O)c1ccccc1C	.	101	105	96	102	107	100	85	105
COc1ccc(-c2nc3cc(/C=N/c4nc5ccc(N6CCN(C)CC6)cc5s4)ccc3s2)cc1	.	108	101	93	100	98	105	103	105
N=c1ccccn1CCO	110	116	97	107	100	87	97	114	114
CC1(C)OC2OC(C3COC(=O)O3)C(OC(=O)c3ccccc3)C2O1 (stereo not drawn)	100	105	98	98	102	103	110	113	108
N=C1SCC(=O)N1c1ncc(Cc2cccc(Cl)c2Cl)s1	102	102	92	100	103	104	113	91	98
CC1(C)CC(=O)c2cc(O)ccc2O1	108	103	102	97	102	102	100	94	106
COc1ccc(/C(=N\N)C(=O)c2ccccc2)cc1 (tested in a mixture with another compound)	110	102	.	96	103	91	88	73	.
CCOC(=O)C1C(=O)N(c2ccccc2CC)C(=O)C(C#N)=C1c1ccc(Cl)cc1 (stereo not drawn)	95	94	80	81	97	88	112	93	80
c1ccc(CNc2nc(NCc3ccccn3)c3ccccc3n2)nc1	111	102	106	115	110	102	100	97	105
COc1ccccc1-n1c(Cc2cccc3ccccc23)nnc1SCC(=O)O	106	101	98	.	96	102	100	93	106
